Screening results deposited in PubChem by The Scripps Research Institute Molecular Screening Center.
LYPLA2 inh: LYPLA2 (human) inhibition in PME1 counter-screen; O95372; inhibition, % at 5.9 µM; recombinant LYPLA2, FP-Rh probe fluorescence polarization; 0.38% of 320,000 active; AID 2177;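 active = inhibition above the screen-wide mean plus 3 SD, limit set per campaign, cut at about 26% in these data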;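 also: 0% = LYPLA2 with DMSO and 100% = wells lacking LYPLA2 enzyme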
PAFAH1B2 FP inh: blocks human PAF acetylhydrolase 1b catalytic subunit 2; inhibition, % at 3.39 µM; 1.2% of 340,000 active; recombinant PAFAH1B2, FP-rhodamine activity probe, fluorescence polarization; AID 492953; P68402;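 active = inhibition above the mean of all tested compounds plus 3 SD, cut at about 24% in these data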;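 also: 0% = enzyme with DMSO and 100% = wells lacking PAFAH1B2; many of its hits are not listed in these tables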
Target sequence (P68402 whole entry, looked up): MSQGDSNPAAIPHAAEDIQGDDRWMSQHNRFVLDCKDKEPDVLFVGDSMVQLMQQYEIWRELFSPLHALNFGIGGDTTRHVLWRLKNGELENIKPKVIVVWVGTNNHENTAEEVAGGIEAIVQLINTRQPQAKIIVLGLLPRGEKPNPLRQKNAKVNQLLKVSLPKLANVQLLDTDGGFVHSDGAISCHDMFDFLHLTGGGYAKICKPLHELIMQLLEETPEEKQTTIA
PME-1 primary: blocks human protein phosphatase methylesterase 1; AID 2130; 0.53% of 320,000 active; Q9Y570; inhibition, % at 5.9 µM; recombinant PME-1, FP-Rh probe fluorescence polarization;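 active = inhibition above the campaign mean of all compounds plus 3 SD, cut at about 26% in these data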;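 also: competitive labeling of PME-1 active site by serine hydrolase directed probe; 0% = PME-1 with DMSO and 100% = wells lacking PME-1 enzyme; inhibitors block probe labeling so polarization falls and inhibition rises; many of its hits are not listed in these tables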
LYPLA1 counter: counter-screen for PME1 inhibitors: inhibitors of human LYPLA1; inhibition, % at 5.9 µM; recombinant LYPLA1, FP-Rh probe fluorescence polarization; AID 2174; 0.16% of 320,000 active; O75608;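 active = inhibition above the mean of all tested compounds plus 3 SD, set per campaign, cut at about 14% in these data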;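 also: inhibitors block serine hydrolase probe labeling of LYPLA1 so polarization falls; 0% = enzyme with DMSO and 100% = wells lacking LYPLA1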
GSTO1 counter: GSTO1 inhibition, counter-screen for RBBP9 inhibitors; 1.1% of 300,000 active; AID 1974; inhibition, % at 5.96 µM; recombinant GSTO1, activity-based probe fluorescence polarization; P78417;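 active = inhibition above the campaign mean inhibition plus 3 SD, cut at about 35% in these data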;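 also: 0% = GSTO1-1 with DMSO and 100% = wells lacking GSTO1-1 enzyme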
Target sequence (P78417 whole entry, looked up): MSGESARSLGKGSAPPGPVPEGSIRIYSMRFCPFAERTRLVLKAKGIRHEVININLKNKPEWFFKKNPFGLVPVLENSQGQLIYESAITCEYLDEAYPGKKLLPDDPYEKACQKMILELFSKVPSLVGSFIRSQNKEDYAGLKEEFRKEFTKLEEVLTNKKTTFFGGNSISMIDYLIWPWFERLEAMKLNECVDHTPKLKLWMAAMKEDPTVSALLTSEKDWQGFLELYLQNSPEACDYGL
PAFAH2 FP inh: PAFAH2 (human) inhibition; Q99487; recombinant PAFAH2, FP-rhodamine activity probe, fluorescence polarization; inhibition, % at 3.39 µM; 0.99% of 340,000 active; AID 492956;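 active = inhibition above the mean over all tested compounds plus 3 SD, cut at about 30% in these data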;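 also: inhibitors block probe labeling of enzyme so polarization drops; 0% = enzyme with DMSO and 100% = wells lacking PAFAH2 protein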
pPAFAH FP inh: inhibitors of human plasma PAF acetylhydrolase (pPAFAH); Q13093; recombinant pPAFAH, FP-rhodamine probe fluorescence polarization; 1.5% of 330,000 active; inhibition, % at 3.39 µM;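 active = inhibition above the mean inhibition across the screen plus 3 SD, cut at about 25% in these data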;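 also: inhibitors block binding of the rhodamine activity-based probe so polarization drops; 0% = enzyme with DMSO and 100% = wells lacking pPAFAH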
Target sequence (Q13093 whole entry, looked up): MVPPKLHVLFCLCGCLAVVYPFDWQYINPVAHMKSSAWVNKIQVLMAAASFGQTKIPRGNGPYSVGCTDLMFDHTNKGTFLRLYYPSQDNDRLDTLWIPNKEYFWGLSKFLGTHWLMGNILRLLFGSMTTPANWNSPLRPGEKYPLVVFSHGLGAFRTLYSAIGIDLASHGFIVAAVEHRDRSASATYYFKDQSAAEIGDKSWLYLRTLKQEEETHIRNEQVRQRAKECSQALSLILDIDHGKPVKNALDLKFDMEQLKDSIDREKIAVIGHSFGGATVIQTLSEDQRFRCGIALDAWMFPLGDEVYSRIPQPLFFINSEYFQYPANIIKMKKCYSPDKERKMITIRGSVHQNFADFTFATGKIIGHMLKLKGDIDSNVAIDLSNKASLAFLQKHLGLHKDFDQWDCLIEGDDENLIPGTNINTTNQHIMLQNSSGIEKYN
PAFAH1B3 inh: inhibitors of human PAFAH1B3; Q15102; 0.28% of 340,000 active; inhibition, % at 3.39 µM; recombinant PAFAH1B3, FP-rhodamine probe, fluorescence polarization;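 active = inhibition above the screen-wide average of all tested compounds plus 3 SD, cut at about 25% in these data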;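 also: 0% = enzyme with DMSO only and 100% = wells lacking PAFAH1B3 protein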
PAD4 FP inh: PAD4 (human) enzyme inhibition; Q9UM07; recombinant PAD4, RCA probe fluorescence polarization; inhibition, % at 6.36 µM; 0.41% of 330,000 active; AID 485272;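 active = percent inhibition above a cutoff equal to the mean of all tested compounds plus 3 SD, cut at about 15% in these data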;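 also: 0% = PAD4 with RCA probe and DMSO and 100% = probe without PAD4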
* = called active by the depositor; . = not tested or not shown. This is a subset, so the mix of outcomes need not match the whole.

structure,PAD4 FP inh,PAFAH2 FP inh,pPAFAH FP inh,PAFAH1B3 inh,PAFAH1B2 FP inh,LYPLA1 counter,GSTO1 counter,LYPLA2 inh,PME-1 primary
COc1ccc2c(c1)C(=O)CC(c1ccc3c(c1)OCCO3)O2 (stereo not given),0,-4,-1,4,6,-1,-6,7,8
CC(=O)OC1OCCOC1NC(=S)Nc1ccc(C)cc1 (stereo not given),0,3,2,6,9,1,4,4,-2
Nc1c(C(=O)c2ccc(F)cc2)oc2ccccc12,1,-10,2,-3,4,-1,0,-4,6
COc1cc2[nH]c3c(Cl)ncnc3c2cc1OC,-2,5,2,6,-1,-2,9,-1,-5
COc1cccc(NC(=O)c2ccnc(N3CCC(C(=O)NCc4ccccc4OC)CC3)c2)c1,2,4,5,6,-1,0,1,4,2
O=C(C[C@@H]1C/C=C\C[C@H](Cc2ccc(F)cc2)C(=O)OC[C@H]2CCCN2C1=O)N[C@H](CO)Cc1ccccc1,-2,13,4,11,10,.,.,.,.
O=C1CCN=C(Nc2ccc(F)cc2)N1Cc1ccccc1,-1,1,-3,1,1,4,-1,3,1
NCCCN1CCOCC1,5,-3,4,-3,-1,-1,5,-1,-4
COc1ccccc1-n1c(C)cc(/C=C2\C(=N)N3N=C(CC(=O)N4CCOCC4)SC3=NC2=O)c1C,-2,6,13,2,2,12,-31,7,-4
CCOc1ccc(NC(=S)Nc2ccc(Br)cc2Cl)cc1,-1,3,7,3,0,-2,-6,-1,0
O=C(O)c1ccccc1C(=O)NNC(=O)C(c1ccccc1)c1ccccc1,-5,-1,2,2,5,-1,-2,-4,2
O=C(Nc1ncc(Cl)cn1)c1cccs1,1,9,-3,11,-2,-1,-7,-2,1
Cc1cc(C(=O)CSc2ncn[nH]2)c(C)n1-c1cccc(S(=O)(=O)N2CCOCC2)c1,3,0,3,12,7,2,3,6,19
COc1ccc(C(C(=O)NCC2CCCO2)N(C(=O)Cn2nnc3ccccc32)c2ccc(NC(C)=O)cc2)cc1 (stereo not given),-3,9,1,1,1,4,5,2,0
CC(=O)NC1=NN(C(C)=O)C2(S1)C(=O)N(CC(C)C)c1ccc(C)cc12 (stereo not given),3,-1,-1,5,-1,0,-5,-2,4
COc1ccc(CNC2=CC(=O)CC(C)(C)C2)cc1,-2,8,4,-6,2,-1,2,8,-1
CC(C)C[C@H]1CN=C(Nc2ccccc2)N1CC1CCC1,6,3,-5,4,8,-2,0,-8,-4
COc1ccc(S(=O)(=O)N2CCN(C(=O)NC3CCCCC3)CC2)cc1,-1,4,-1,12,6,-4,3,-7,-2
Nc1ccc(C(=O)N/N=C\C=C\c2cccc([N+](=O)[O-])c2)cc1,2,2,11,11,-5,5,8,9,-7
C#CCn1c(O)c(N=NC(=O)C(O)c2ccccc2)c2ccccc21 (stereo not given),1,-3,5,13,-3,1,-8,5,5
COc1ccccc1NC(=O)COC(=O)c1c(C)nn(-c2ccccc2)c1C,2,2,-1,5,-1,2,.,12,-47
CCC1Oc2ccccc2N(CC(=O)NCCCN2CCCC2)C1=O (stereo not given),-5,1,3,-2,3,-2,1,-6,-3
Nc1ccc(-c2nc3ccccc3o2)cc1,-1,-10,2,-1,1,2,8,2,6
O=C(Nc1ccc2c(c1)OCO2)N1CCN(c2ccc(F)cc2)CC1,-10,5,4,4,4,-1,-3,2,8
Nc1nnc(SCC(=O)OCc2ccccc2)s1,-2,0,5,5,-2,-3,3,0,3
OC(COCc1cccs1)CN1CCN(c2cccc(Cl)c2)CC1 (stereo not given),1,1,3,-5,4,1,3,20,-1
CC(C)=CC(=O)N1CCCC(N2CCN(c3ccccc3C)CC2)C1 (stereo not given),1,-2,5,16,-2,3,1,2,4
COc1ccc(Cc2nnc(NC(=O)Nc3ccccc3F)s2)cc1OC,-5,-4,-8,6,3,-6,-1,-14,-16
CC1(c2ccccc2)NC(=O)N(CC(=O)NNC(=O)c2ccccc2)C1=O (stereo not given),-3,-2,5,9,-1,1,0,5,0
O=S(=O)(NCC1CCCO1)c1ccc(Cl)c(C(F)(F)F)c1 (stereo not given),0,8,4,1,5,1,2,-2,3
COC(=O)c1cccc(Oc2cccc(C(F)(F)F)c2)n1,5,-5,0,2,4,-1,5,-3,3
Cc1ccc(C)c(OCc2n[nH]c(=S)o2)c1,-1,-2,3,4,6,0,3,-2,5
O=C(NCc1ccccc1)C(c1cccnc1)N(C(=O)c1csnn1)c1ccc(F)cc1 (stereo not given),5,-7,4,5,1,0,8,1,0
NC(=O)CSc1nnc(-c2ccoc2)o1,-1,-3,5,4,3,-4,-1,-6,4
Cc1cc(C(C)(C)C)c(O)c(C(C)(C)C)c1,0,-2,-1,10,-5,-2,0,-5,0
COC(=O)C1(C)CN(S(=O)(=O)c2ccc(C)cc2)c2cc(OC)ccc2C1=O (stereo not given),0,-4,6,-2,3,-1,6,1,0
CCOC(=O)C1(Cc2ccccc2C)CCCN(S(=O)(=O)c2cccnc2)C1 (stereo not given),-2,3,5,-6,7,5,1,9,-1
COc1ccc(NC(=O)CSc2ncnc3c2sc2ccccc23)c(OC)c1,-6,2,1,-1,7,0,-3,6,-2
COc1cccc(C(=O)N/N=C(\C)CC(=O)Nc2ccc(N(C)C)cc2)c1,-4,5,5,9,3,-1,-2,-2,1
C=CCSC1=C(C#N)C(c2ccccc2OCC)C(C#N)C(=O)N1 (stereo not given),0,8,-1,5,0,-2,-23,5,-1
Cc1ccc(NC(=O)C(=O)NCc2ccc(/C=C(/C#N)C(=O)NCc3cccnc3)o2)cc1,0,0,2,5,6,3,2,4,-3
C[N+](C)(C)CCCN(Cc1ccc2c(c1)OCO2)C(=O)NC1CCCCC1,-4,5,4,6,5,1,-1,4,-4
CCOc1ccc2[nH]c(C)c(CN(C)C)c(=O)c2c1,1,0,4,-1,2,1,0,4,3
COc1ccc(CNC(=O)CSc2nnc(Cn3nnc4ccccc43)n2C)cc1,-1,0,9,16,8,-2,6,4,-3
CCc1nnc(NC(=O)CSc2nc3c([nH]c4ccccc43)c(=O)n2CCOC)s1,-4,2,2,14,3,-2,5,-2,6
COc1cc(C(=O)NCCc2ccc(F)cc2)c([N+](=O)[O-])cc1OC,6,-5,0,6,2,4,3,10,-1
Cc1ccc(C2/C(=C(/O)c3cnn(-c4ccccc4)c3C)C(=O)C(=O)N2CCN2CCOCC2)o1 (stereo not given),-1,-2,4,4,0,2,7,8,-2
Cc1cccc(C(=O)Nc2ccccc2C(=O)OCC(=O)Nc2ccc(C#N)cc2)c1,-1,12,-13,-18,-10,-35,-4,-57,-49
Cc1ccc(C)c(OCc2nc3ccccc3[nH]2)c1,-6,8,-2,8,1,0,-13,-9,-1
Cc1ccc(NC2c3ncccc3C(=O)N2c2ccccc2C)cc1C (stereo not given),6,1,9,0,6,-1,5,5,2

Next part.
structure,PAD4 FP inh,PAFAH2 FP inh,pPAFAH FP inh,PAFAH1B3 inh,PAFAH1B2 FP inh,LYPLA1 counter,GSTO1 counter,LYPLA2 inh,PME-1 primary
COc1cc(NC(=O)COc2ccc(-n3cnnn3)cc2)c(OC)cc1Cl,2,-11,2,9,1,0,1,6,-4
C#CCOCCOCCOCCNc1nc(N2CCN(C(=O)CCCCCCCCCCNC(=O)[C@H](CCCCN)n3cc(C)nn3)CC2)nc(N2CCN(C(=O)CCCCCCCCCCNC(=O)[C@H](CCCN=C(N)N)n3cc(C[C@@H](C)CC)nn3)CC2)n1,-10,.,4,.,.,-3,-5,4,-5
CC(C)CNC(=O)CN(C1CCCCC1)S(C)(=O)=O,-1,-3,0,4,3,1,-2,-1,2
CC1CCCCN1CCCNC(=O)Cn1c(=O)c2cccn2c2ccccc21 (stereo not given),-3,5,4,6,1,4,4,-4,-6
O=C(NCc1cccc(Cl)c1)C1CCN(c2nnc(N3CCCC3=O)s2)CC1,-2,2,4,-1,2,0,-2,6,-4
Cc1cccc(-c2nsc(SCC(=O)NCc3ccco3)n2)c1,1,-3,-4,-2,7,-5,-9,-6,-10
O=C(NCCO)c1cc2c(s1)CCC2,8,-1,0,7,-2,-1,1,-2,12
NNc1nc(N)c2c(n1)-c1ccccc1CC21CCCC1,-2,-5,7,0,4,-1,-2,-5,19
COc1cc(C#N)ccc1OCC(=O)NCCC1=CCCCC1,-1,-2,2,3,0,-2,.,6,0
CCN(Cc1ccccc1)C(=O)c1ccc(CS(=O)c2ccccc2C)o1 (stereo not given),2,-8,1,10,2,4,8,3,-2
CCOC(=O)c1ccccc1NC1CC(=O)N(c2ccccc2C)C1=O (stereo not given),2,-4,6,-1,3,-1,4,-5,-1
Cn1cc(Cl)c(/C=C(\C#N)S(=O)(=O)c2ccccc2)n1,2,4,3,-1,-1,-2,12,-3,-6
O=C(Nc1ccc(-c2nc3ccccc3s2)cc1)c1cc(-n2cnnc2)ccc1Cl,-2,-11,4,-14,-9,-13,-36,-30,-35
CC(=O)c1cccc(NC(=O)c2cc(=O)[nH]c3ccc(S(=O)(=O)N4CCOCC4)cc23)c1,-1,-5,1,1,-4,.,.,.,.
C#CCOCCOCCOCCNc1nc(N2CCN(C(=O)CCCCCCCCCCNC(=O)[C@H]([C@@H](C)CC)n3cc(CCCCCN)nn3)CC2)nc(N2CCN(C(=O)CCCCCCCCCCNC(=O)[C@H]([C@@H](C)CC)n3cc(CCCCN=C(N)N)nn3)CC2)n1,-18,-2,6,5,-10,11,-6,57*,-16
Cc1sc2nc(CSc3n[nH]c(N)n3)[nH]c(=O)c2c1C,-1,.,0,.,.,1,0,-6,2
Cc1cccc2[nH]c(SCC(=O)O)nc12,2,3,-2,6,7,4,7,11,-3
COc1ccc(C2(C)NC(=O)N(CC(=O)Nc3cccnc3Cl)C2=O)cc1 (stereo not given),-1,0,4,4,2,-2,1,1,0
CN(C)c1cccc(C(=O)Nc2ccc3nc4n(c(=O)c3c2)CCCCC4)c1,2,5,6,11,3,-3,-2,4,7
Cc1c(NC(=O)c2ccc(F)c(S(=O)(=O)N3CCOCC3)c2)c(=O)n(-c2ccccc2)n1C,-1,-11,4,5,1,2,8,-4,-7
COc1cccc(C2Nc3cccc4cccc(c34)N2)c1,1,7,6,11,2,-7,21,3,15
CCCn1c(SCC(=O)Nc2ccccc2N2CCCCC2)nc2c1c(=O)n(C)c(=O)n2C,0,5,-7,0,2,-3,4,-8,7
Cc1sc2ncnc(Sc3ccccc3C(=O)O)c2c1C,6,-7,1,6,1,0,-9,6,2
CC(C)(C)CC(=O)NC(=S)N1CCCCCC1,0,4,1,1,2,2,2,-8,-5
COc1ccccc1C(=O)Nc1ccc2oc(-c3ccc(F)cc3)nc2c1,-7,-2,2,0,-2,-5,3,-5,-5
COC(=O)Nc1nnc(CCc2ccccc2)s1,-3,0,0,1,4,-2,9,-9,2
O=C(Cn1cnc2c(NCc3ccccc3)ncnc21)NCc1ccc2[nH]ccc2c1,-4,-4,3,11,-1,.,.,.,.
